Sm TGR block: S. mansoni TGR enzyme inhibition. Q962Y6. purified TGR, DTNB reduction, TNB absorbance 405 nm. Potency, µM (series often up to 114 µM), for the others: at the top dose activity change, negative = inhibition, hits mostly inhibitors. 360,000 tested, 3% active; note: potency is the fitted concentration of half-maximal effect; nearly all actives have a fitted effect of over 60% in size
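Kinetic colorimetric format: TGR-catalysed, NADPH-driven DTNB reduction monitored via TNB absorbance. Enzyme dispensed at 20 nM; compound exposure 15 min at room temperature before reaction start.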
AmpC inh no detg: inhibitors of E. coli AmpC beta-lactamase without detergent | P00811 | AmpC nitrocefin hydrolysis, absorbance 480 nm, 0.0001% Triton | Potency, µM (titrated, usually from 57.1 µM), inactives show at the top dose activity change, negative = inhibition, actives largely listed as inhibitors | 330,000 tested, 0.52% active;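 note: potency is the fitted concentration of half-maximal effect; plate controls were no compound for no effect and no enzyme for full effect; nearly all actives have a fitted effect of over 20% in size; some results filed as inactive show a strong effect at the top dose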
Target sequence (P00811 whole entry, looked up): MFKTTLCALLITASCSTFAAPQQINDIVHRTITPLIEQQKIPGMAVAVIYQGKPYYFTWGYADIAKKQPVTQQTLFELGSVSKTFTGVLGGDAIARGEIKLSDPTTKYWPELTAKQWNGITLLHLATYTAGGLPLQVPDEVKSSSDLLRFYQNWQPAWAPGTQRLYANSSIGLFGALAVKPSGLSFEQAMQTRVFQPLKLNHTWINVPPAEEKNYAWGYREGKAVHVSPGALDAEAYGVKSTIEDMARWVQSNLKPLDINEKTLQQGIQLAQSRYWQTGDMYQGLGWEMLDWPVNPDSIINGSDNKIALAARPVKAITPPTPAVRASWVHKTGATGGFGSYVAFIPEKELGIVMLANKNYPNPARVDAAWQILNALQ
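20 mM phosphate pH 7.0 + 0.01% (detergent screen) or 0.0001% Triton X-100; 5.3 nM AmpC reagent; cpd preinc 15 min RT; nitrocefin (800 uM stock) to start; A480 q20 s × 4 min; Activity was normalised to no-enzyme and no-compound control wells.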
TbPYK inhibitor: blocks Trypanosoma brucei pyruvate kinase; Q57TT1; TbPYK enzyme, Kinase-Glo Plus ATP luminescence, 45 min; Potency, µM (titrated, usually from 76.8 µM), for the others: at the highest dose activity, negative = inhibition, hits mostly inhibitors; 410,000 tested, 0.12% active; AID 624173; note: potency is the fitted concentration of half-maximal effect; nearly all actives have a fitted effect of over 50% in size
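Luminescent Kinase-Glo Plus end-point after 45 min room-temperature reaction of T. brucei pyruvate kinase started with 130 uM ADP (final). Buffer TEA 50 mM pH 7.2 with KCl, MgCl2, BSA, Tween-20; titration-based qHTS with fitted concentration-effect curves.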
HCMV antiviral: human cytomegalovirus inhibition; 410,000 tested, 4.5% active; HFF cells, HCMV-luciferase reporter, 72 h; hits give low values; activity change, negative = inhibition, % at 57.5 µM; in the data active = activity change below about -60%; inconclusive = no clear call, values can overlap the other calls; inactive = above about -39%
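Inhibition of viral replication was scored as loss of reporter luminescence in HFFs infected with HCMV-luciferase (MOI 1 PFU/cell) for 72 h; compounds tested at 2 doses, normalized to buffer and Salinomycin controls.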
AMA1-RON2 inh: inhibitors of Plasmodium falciparum AMA1-RON2 interaction; AlphaScreen AMA1-biotinylated RON2 peptide binding; Potency, µM (highest dose often 58.2 µM), inactives show top-dose activity change, negative = inhibition, actives largely listed as inhibitors; 360,000 tested, 0.2% active; AID 720542;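 note: potency is the fitted concentration of half-maximal effect; 0% = vehicle wells and -100% = peptide control; nearly all actives have a fitted effect of over 45% in size; some results filed as inactive show a strong effect at the top dose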
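AMA1 (3D7) with his tag at 25 nM final met compounds first, then biotinylated RON2 peptide at 25 nM; detection used donor plus acceptor beads, 10 µg/mL apiece, read by AlphaScreen after 30 min at room temperature.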
AmpC inh detg: AmpC beta-lactamase inhibition with detergent present | 370,000 tested, 0.041% active | Potency, µM (top dose mostly 114 µM), for inactives: at the top dose activity change, negative = inhibition, usual class: inhibitors | AmpC hydrolysis of nitrocefin, absorbance 480 nm, 0.01% Triton | P00811 | AID 485294;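 note: potency is the fitted concentration of half-maximal effect; 0% = no-compound wells and -100% = no-enzyme wells; nearly all actives have a fitted effect of over 25% in size; some results filed as inactive show a strong effect at the top dose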
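20 mM phosphate pH 7.0 + 0.01% (detergent screen) or 0.0001% Triton X-100; 5.3 nM AmpC reagent; cpd preinc 15 min RT; nitrocefin (800 uM stock) to start; A480 q20 s × 4 min; Activity was normalised to no-enzyme and no-compound control wells.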
LmPK inhibitor: blocks Leishmania mexicana pyruvate kinase activity; Q27686; 290,000 tested, 0.37% active; Potency, µM (series often up to 57.5 µM), without a hit: at the top dose activity change, negative = inhibition, actives largely listed as inhibitors; purified LmPK, Kinase-Glo ATP luminescence, 1 h; note: potency is the fitted concentration of half-maximal effect
Target sequence (Q27686 whole entry, looked up): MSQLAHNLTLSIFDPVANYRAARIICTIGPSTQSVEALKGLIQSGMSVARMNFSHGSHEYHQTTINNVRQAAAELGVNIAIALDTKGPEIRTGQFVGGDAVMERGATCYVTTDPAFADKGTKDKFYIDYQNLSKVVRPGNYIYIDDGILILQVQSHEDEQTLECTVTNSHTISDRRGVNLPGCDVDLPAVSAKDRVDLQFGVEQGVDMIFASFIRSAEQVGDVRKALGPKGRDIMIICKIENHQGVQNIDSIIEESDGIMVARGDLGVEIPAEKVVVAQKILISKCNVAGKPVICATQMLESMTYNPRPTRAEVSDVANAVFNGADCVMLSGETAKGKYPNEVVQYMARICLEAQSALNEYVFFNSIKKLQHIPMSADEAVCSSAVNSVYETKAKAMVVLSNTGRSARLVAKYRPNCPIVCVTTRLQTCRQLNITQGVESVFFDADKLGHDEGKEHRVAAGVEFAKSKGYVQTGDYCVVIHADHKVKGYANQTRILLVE
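0.1 nM LmPK, 0.5 mM PEP, 0.1 mM ADP; 50 mM imidazole pH 7.2, 7 mM MgCl2, 50 mM KCl; 1 h RT. Kinase-Glo luminescence readout, normalized to no-enzyme (full inhibition) and uninhibited wells.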
The depositor's hits bear a star; u = inconclusive; x = no result given; [ ] = remark or other dose. Unless noted, calls come from the whole dose curve; as a rule, active = well fitted curve in the direction sought with a large enough effect; inconclusive = small, poorly fitted or top-dose-only effect, or another doubt; inactive = no such curve, though single readings can be large; an effect the other way counts as inactive or inconclusive. Unless noted, % is set by controls: 0 for no effect and ±100 for the full control effect.

Compound	TbPYK inhibitor	AMA1-RON2 inh	AmpC inh no detg	AmpC inh detg	LmPK inhibitor	HCMV antiviral	Sm TGR block
CCCSCCCNC(=O)CN1C(=O)COc2ccc(S(=O)(=O)N3CCC(C)CC3)cc21	0%	x	x	9%	x	-8	5.6µM*
CNc1cc(Cl)nc(SC)n1	0%	14%	-2%[2.29 µM]	-2%	-3%	u	12%
CSc1cccc(NC(=S)N2CCCN(Cc3ccccc3F)C2)c1	-3%	26%	-33%	u	16%	-35	11%
O=C(O)CCSCCC(=O)O	5%	-11%	-21%	-13%	-2%	-14	8%
COc1ccc(S(=O)(=O)N2CCOCC2)cc1NC(=O)CCNC(=O)c1ccc(Cl)cc1	6%	9%	-2%	u	x	10	-15%
CCOC(=O)CNc1ncc([N+](=O)[O-])cc1C#N	-1%	14%	-18%	-1%	1%	-16	3%
O=C(NCCc1cccc(Cl)c1)c1ccc(Cl)c([N+](=O)[O-])c1	1%	-21%	-23%	u	2%	39	-8%
O=C(CSc1nc(-c2ccccc2)cc(C(F)(F)F)n1)NCCN1CCOCC1	1%	40%[activator]	44%	-2%	-4%	-31	-2%
O=C(NCc1ccc(F)cc1)C1CCN(S(=O)(=O)N2CCOCC2)CC1	8%	-1%	-6%	-6%	1%	-33	0%
COC(=O)c1c(C)oc(C)c1S(=O)(=O)NC(c1ccccc1)c1ccccc1	1%	6%	0%	5%	5%	-4	u
O=C1Nc2ccccc2C(=O)N2[C@H](c3ccccc3)[C@@H]3C(=O)N(Cc4ccccc4)C(=O)[C@@H]3[C@H]12	-4%	2%	15%	-8%	-2%	-27	-31%
Cc1ccccc1Nc1nc(N)nc(CN(C)c2ccccc2)n1	-8%	-16%	-4%	u	10%	69	0%
O=C(NCc1cccs1)c1ccc2c(c1)sc1nc(-c3ccc(F)cc3)cn12	-3%	x	x	14%	x	x	-10%
COc1ccc(N2CCN(C(=O)Cc3ccc(Br)cc3)CC2)cc1	0%	-9%	31%	u	0%	7	-33%
CCOC(=O)c1ccc(OCc2c(C)noc2C)cc1	5%	10%	5%	u	7%	-17	0%
COc1ccccc1-c1nnc2sc(-c3cc4ccccc4o3)nn12	2%	16%	-10%	4%	0%	-29	9%
COc1ccc(-c2ccc(C(=S)N3CCN(C(C)=O)CC3)o2)cc1	u	-5%	65%[activator]	3%	-18%	1	-14%
NC(c1csc(Nc2nccc(C(F)(F)F)n2)n1)C1CCCCC1 (stereo not given)	-3%	89%[activator]	x	x	x	39	x
CCCN(CCC)S(=O)(=O)c1ccc(C(=O)Nc2ccc(OCC(=O)N3CCOCC3)cc2)cc1	x	-12%	193%[activator]	3%	0%	-13	4%
CC(=O)c1sc(Nc2ccc(C)cc2)nc1C	4%	-9%	95%[activator]	0%	1%	u	2%
COc1ccccc1NC(=O)CSc1nnc(-c2ccoc2C)n1CCc1ccccc1	2%	-17%	57%	2%	-1%	-2	2%
CCOc1cc(NC(=S)NCCCN2CCOCC2)c(OCC)cc1NC(=O)c1cccc(C)c1	-17%	-13%	-4%	0%	-6%	42	0%[57.1 µM]
Cc1cccc(CN2CCCC(C(=O)Nc3ccc(-c4cscn4)cc3)C2)c1 (stereo not given)	5%	-9%	47%	5%	4%	-33	4%
Cc1ccc(NC(=O)[C@H](C)NC(=O)C2CCN(C(=O)[C@@H](N)CC(C)C)CC2)cc1	-4%	7%	-16%	2%	0%	27	-11%
CCOCCn1c(SCc2ccc(F)cc2)nc2c1c(=O)[nH]c(=O)n2C	8%	11%	5%	u	5%	3	-19%
Cc1ccc(-c2nc(CSCC(=O)NC3CCN(Cc4ccccc4)CC3)c(C)o2)cc1	4%	3%	149%[activator]	-1%	3%	u	-36%
COc1cc(/C=C2/SC(=S)N(C)C2=O)ccc1OC(=O)c1ccco1	-1%	8%	-13%	-6%	1%	-1	-6%
CC(=O)C1=C(O)C(=O)N(c2ccc(Br)cc2)C1c1ccc(Cl)cc1 (stereo not given)	1%	-4%	-42%	u	4%	3	-21%
CC(C)(C)NC(=O)NC(=O)CSc1cccc(C(F)(F)F)c1	-3%	22%	-30%[11.4 µM]	-13%	4%	-1	-10%
O=C(Nc1cccc(F)c1)c1ccc2oc(=O)n(Cc3ccccc3)c2c1	-4%	x	x	-6%	x	-68*	-2%

Following part:
Compound	TbPYK inhibitor	AMA1-RON2 inh	AmpC inh no detg	AmpC inh detg	LmPK inhibitor	HCMV antiviral	Sm TGR block
C[C@H](CO)N1C[C@H](C)[C@@H](CN(C)S(=O)(=O)c2ccccc2C#N)OCc2cnnn2CCCC1=O	6%	7%	x	x	x	8	x
O=C(CCC(=O)N1CCOc2ccc(Cl)cc21)NCCCN1CCOCC1	0%	0%	-9%	-4%	-4%	3	14%
Cc1csc(SCc2nnc(-c3ccccc3Br)o2)n1	2%	0%	-19%	1%	2%	158	0%
O=C(CN1CCNCC1)Nc1ccccc1Cl	2%	12%	-23%	-4%	8%	14	7%[11.4 µM]
Oc1nc(Nc2ccc(Cl)cc2Cl)sc1/C=C1\C=Nc2ccccc21	-13%	-10%	u	-2%	-2%	-39	-8%
CCO[C@H]1OC(C(=O)N2CCN(Cc3ccc4c(c3)OCO4)CC2)=C[C@@H](c2cn(C(C)=O)c3ccccc23)[C@@H]1CCCO	-17%	-18%	194%[activator]	-4%	7%	2	-9%
O=C(O)C1C2CCC(O2)C1C(=O)Nc1ccccc1Br (stereo not given)	3%	-4%	-6%	u	-1%	34	12%
CCOc1cc(C#N)c(NC(=O)Cn2nnc3ccccc32)cc1OCC	0%	-8%	-18%	-2%	1%	0	4%
NC(=O)COc1cc2oc(=O)c3c(c2cc1Cl)CCCC3	1%	-14%	-17%	-15%	1%	-32	0%
CCOC(=O)N1CCN(C(=O)CSc2nnc(-c3cccc(OC)c3)o2)CC1	u	1%	36%	u	3%	24	-5%
CSCCCN1CCCC(CO)(Cc2ccc(F)cc2)C1 (stereo not given)	-3%	0%	0%	-17%	4%	-1	3%
CC1CCCCC1NC(=O)C1CC(=O)N(Cc2ccccc2)C1 (stereo not given)	3%	43%[activator]	9%	-6%	-6%	x	-20%
CC1CCN(CCCCOc2ccc(Br)cc2)CC1	-2%	0%	-5%	1%	-1%	u	5%
O=C(Cn1c2c(c(-c3ccccc3Cl)cc1=O)CCC2)NCC1CCCO1 (stereo not given)	3%	14%	38%	0%	-1%	0	-1%
Nc1nc(COc2ccccc2C=O)nc(Nc2ccccc2)n1	2%	1%	-31%	6%	4%	-14	1%
CCn1c(=NC(=O)CSCC(=O)Nc2nccs2)sc2ccccc21	-7%	11%	-24%	-10%	-12%	5	1%
CC(=O)Nc1ccc(NC(=O)COC(=O)c2ccc(S(=O)(=O)NCc3ccco3)cc2)cc1	-1%	-5%	-12%	x	x	23	x
COc1cc(NC(=O)CSCC(=O)N(C)C2CCCCC2)cc(OC)c1	-3%	8%	-1%	-10%	x	-26	5%
COc1cn(CC(=O)Nc2cc(C)cc(C)c2)c(CN2CCCCC2)cc1=O	-2%	x	x	-2%	x	-2	0%
Cc1occc1C(=O)NNC(=O)COc1ccc(Br)cc1Br	0%	6%	-57%	u	-5%	4	3%
CNC(=S)Nc1ccc(Br)cc1	-5%	19%	-14%	-2%	-2%	-24	u
O=C(COC(=O)c1cccc(Cl)c1)Nc1cc(S(=O)(=O)N2CCOCC2)ccc1N1CCOCC1	0%	-9%[11.6 µM]	x	x	x	0	x
C#C[C@]1(OC(C)=O)CCC2C3CCC4=CC(=O)CC[C@@H]4C3CC[C@@]21C (stereo not given in full)	-7%	10%	28%	-8%	-5%	24	-4%
CCOc1cc2c(cc1OCC)C(c1ccc(OC)cc1)N(c1ccccc1)C(=O)C2 (stereo not given)	4%	-14%	156%[activator]	-1%	1%	-20	-4%
O=C(COc1ccc(/C=N/NC(=O)c2ccccc2O)cc1)Nc1ccccc1	-7%	-3%	-46%	-1%	2%	25	2%
Cn1c(N)c(C#N)c2c(c1=S)COC(C)(C)C2	-12%	-1%	-22%	-16%	-4%	-27	-36%
Cc1ccc(SC2=C(Sc3ccc(C)cc3)C(=O)c3ccccc3C2=O)cc1	u	u	-49%	-5%	u	9	u
O=C1c2ccccc2-c2onc3c(NCCO)cc(NC4CCCCC4)c1c23	u	x	x	0%	x	-36	-7%
CCCN1C(=O)c2ccc(C(=O)Nc3ccc4c(c3)OCO4)cc2C1=O	-3%	3%	-15%	2%	-8%	-21	-2%
O=C(CN(c1ccccc1)S(=O)(=O)c1ccccc1[N+](=O)[O-])NN=C1CCCCCCC1	2%	7%	-40%	4%	6%	-28	7%

Remaining list, next part:
Compound	TbPYK inhibitor	AMA1-RON2 inh	AmpC inh no detg	AmpC inh detg	LmPK inhibitor	HCMV antiviral	Sm TGR block
Cn1c(SCc2ccc(C#N)cc2Cl)nc2ccccc21	-5%	4%	-47%	-13%	-28%	43	3%
C[C@@H]1CN([C@H](C)CO)C(=O)c2cc(Br)cnc2O[C@@H]1CN(C)C(=O)Cc1ccccc1	2%	1%	x	x	x	3	x
CN(CC(=O)Nc1cccc(F)c1)C(=O)c1ccc(COc2ccccc2)o1	1%	-4%	-21%	u	x	-16	-6%
CCCC(C(=O)c1ccccc1)n1cncn1 (stereo not given)	-19%	17%	-23%	-14%	2%	16	46%[activator]
Cc1ccc(-c2nnc(N3CCN(C(=O)COc4ccccc4)CC3)c3ccccc23)cc1	-6%	-9%	-3%	u	10%	u	3%
CCS(=O)(=O)N1CCN(C(=O)c2cccnc2)CC1	3%	-2%	-4%	u	-1%	-5	4%
CC(=O)Nc1ccc(S(=O)(=O)Nn2cnnc2)cc1	-13%	9%	-20%	-4%	0%	-36	-1%

Nothing new here: an excerpt of the list.
Compound	TbPYK inhibitor	AMA1-RON2 inh	AmpC inh no detg	AmpC inh detg	LmPK inhibitor	HCMV antiviral	Sm TGR block
O=C(NCc1cccs1)c1ccc2c(c1)sc1nc(-c3ccc(F)cc3)cn12	-3%	x	x	14%	x	x	-10%
COc1ccc(N2CCN(C(=O)Cc3ccc(Br)cc3)CC2)cc1	0%	-9%	31%	u	0%	7	-33%
CCOC(=O)c1ccc(OCc2c(C)noc2C)cc1	5%	10%	5%	u	7%	-17	0%
